# Screens from PubChem.
# KOR beta-arrestin-1 = kappa opioid receptor blockers – cell-based, luminescence, uHTS (AID 1778) | KOR beta-arrestin recruitment, luminescence, antagonist mode; higher % means a stronger effect | one-dose inhibition, % at 10 µM; IC50 in µM for titrated hits | hit rate 0.091% among 290,000; note: strong numbers were not always called active
# KOR beta-arrestin-2 = KOR agonists, beta-arrestin recruitment, primary screen, cell-based, luminescence, uHTS (AID 1777); KOR beta-arrestin recruitment, luminescence; higher % means a stronger effect; one-dose activation, % at 10 µM; EC50 in µM for titrated hits; hit rate 0.02% among 280,000; in the data active = activation above about 50%, passing the limit was not always enough; note: a part of the inactive calls stands beside numbers as strong as those of hits
# GPR55 beta-arrestin = GPR55 agonists via beta-arrestin recruitment, primary screen, imaging, U2OS cells, beta-arrestin-GFP redistribution (AID 1961). U2OS GPR55 beta-arrestin-GFP redistribution imaging; higher % means a stronger effect. activation, % at 10 µM, or EC50 in µM where a hit was titrated. hit rate 0.048% among 290,000;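 active = activation above 40% with more than 50 cells counted in the well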;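 note: U2OS osteosarcoma cells stably expressing GPR55 and beta-arrestin-GFP; plate controls were DMSO negative control for no effect and LPI positive control for full effect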
# HEK293 NOD2/NF-kB = NOD2 signaling inhibitors, cell-based, luminescence, uHTS, HEK293 (AID 1566) | inhibition, % at 4 µM; hits with a dose series show EC50 in µM | HEK293 NOD2/NF-kB luciferase reporter, luminescence; higher % means a stronger effect | hit rate 0.63% among 290,000; note: many of its hits are not listed in these tables
# CSM14.1 death rescue = protection against thapsigargin-triggered cell killing – 384-well, CSM14.1, ATP luminescence, primary screen (AID 1222). one-dose cellular ATP content (survival), % at 20 µM; EC50 in µM for titrated hits. 190,000 tested, under 10 active. CSM14.1 thapsigargin-induced death rescue, ATP luminescence; higher % means a stronger effect;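 active = EC50 below 50 µM in the dose-response confirmation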;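 note: death triggered by thapsigargin at about 15 µM added after 2 h compound pretreatment; cell ATP read after overnight thapsigargin exposure of roughly 18 to 22 hours; normalized against plate controls of thapsigargin alone and 5% DMSO vehicle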
# NTR1 agonist = NTR1-driven beta-arrestin-GFP spot formation – imaging, U2OS cells, high content, primary screen (AID 493036); agonist mode; P30989; hit rate 0.17% among 330,000; activation, % at 20 µM;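 active = activation at or above 40% of the spot to cytoplasm intensity ratio, with at least 20 cells analyzed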;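 note: 0% = DMSO without peptide and 100% = 100 nM NTR1 peptide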
# Target sequence (P30989 whole entry, looked up): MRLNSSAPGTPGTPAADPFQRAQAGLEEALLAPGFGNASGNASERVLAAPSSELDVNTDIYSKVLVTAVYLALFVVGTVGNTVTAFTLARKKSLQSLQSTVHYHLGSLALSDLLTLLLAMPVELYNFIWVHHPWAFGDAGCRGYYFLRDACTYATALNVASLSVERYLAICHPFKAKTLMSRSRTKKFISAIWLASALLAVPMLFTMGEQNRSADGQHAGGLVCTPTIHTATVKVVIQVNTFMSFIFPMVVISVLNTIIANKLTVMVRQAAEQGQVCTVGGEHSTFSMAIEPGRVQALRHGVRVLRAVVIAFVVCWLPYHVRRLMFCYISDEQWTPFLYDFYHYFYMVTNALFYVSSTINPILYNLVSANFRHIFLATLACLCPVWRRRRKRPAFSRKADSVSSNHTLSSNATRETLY
# TNAP activation fold = human TNAP enzyme activators, primary screen, biochemical, luminescent, no phosphate acceptor, uHTS (AID 1001); one-dose activation fold at 20 µM; EC50 in µM for titrated hits; hit rate 0.03% among 200,000; purified TNAP, luminescent activation assay, no phosphate acceptor; higher activation fold means a stronger effect; in the data active = activation fold from about 3, or a potency from the dose series; inactive = the rest, 99 in 100 with activation fold below about 1.6; note: many of its hits are not listed in these tables
# Yfh1-depleted yeast = mitochondrial function rescue without frataxin homolog – Friedreich's ataxia, plus single-dose screen, dose response (AID 1465). S. cerevisiae Yfh1-off respiration, WST-1 reduction, 72 h; higher fold induction means a stronger effect. fold induction at 50 µM, or EC50 in µM where a hit was titrated. hit rate 0.074% among 220,000;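 active = fold induction of absorbance versus untreated yeast above a set limit, then at least 30% activation at any dose in follow-up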;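 note: activators that raise dye reduction in frataxin-depleted yeast; strong numbers were not always called active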
# NOD1 inhibition = inhibition of NOD1-driven NF-kB reporter – cell-based, luminescence, uHTS, primary screen (AID 1578); one-dose inhibition, % at 4 µM; EC50 in µM for titrated hits; hit rate 1% among 290,000; NOD1-driven NF-kB luciferase reporter cells, luminescence; higher % means a stronger effect; in the data active = inhibition mostly above about 36%, no sharp cut-off; inactive = mostly below about 34%;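 note: HEK-293T reporter cells stimulated with the NOD1 agonist gamma-tri-DAP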
# NTR1 agonist cell count 20 µM = recorded beside NTR1 agonist, whose call it bears; cell count; measured here: cell count, cytotoxicity flag
# * hit, by the source's call; i = inactive; · = no result given; [ ] = remark or other dose. Cut-off read from the data, not from the text of the source, unless noted: active = inhibition above about 50%; inactive = the rest. A portion of the library; count on the stated rates, not on these rows.
no.	SMILES	KOR beta-arrestin-1	KOR beta-arrestin-2	GPR55 beta-arrestin	HEK293 NOD2/NF-kB	CSM14.1 death rescue	NTR1 agonist	NTR1 agonist cell count 20 µM	TNAP activation fold	Yfh1-depleted yeast	NOD1 inhibition
1	O=C(N=C1SCC(=O)N1c1ccccc1Cl)c1ccco1	2%	11%	-0.1%	-73%	1.2%	-0.4	83	0.9	i	-28%
2	Cc1cc(C(F)F)n2nc(C(=O)NCc3ccccc3F)nc2n1	11%	-1.7%	0.2%	6%	-2.8%	2.2	52	1.1	i	-20%
3	CC(=O)Nc1ccc(S(=O)(=O)NCC2CCC(C(=O)NCCCOC(C)C)CC2)cc1 (stereo not drawn)	21%	-5.1%	1.1%	-24%	·	-2.0	89	·	·	-1%
4	Cc1ccc(C)c(Cn2nnc3c(=O)[nH]c(C4CCCN(C(=O)C5CCC5)C4)nc32)c1 (stereo not drawn)	5%	-2.2%	2.4%	0%	0.3%	1.2	50	1.1	i	-18%
5	Cc1[nH]c(=S)[nH]c(=O)c1CCCO	14%	4.9%	0.1%	6%	-0.4%	-0.3	41	1	i	-26%
6	COCCN(C(=S)Nc1cccc(C)c1C)C(C)c1ccco1 (stereo not drawn)	-28%	-0.1%	-0.2%	13%	-1.8%	0.7	55	1.1	i	-8%
7	CCOc1cc(S(=O)(=O)N2CCCCC2)ccc1F	-62%	-1.1%	0.5%	-11%	-1.0%	-0.2	45	1.1	i	17%
8	COC(=O)c1ccc(NC(=O)c2cnc3scc(C)n3c2=O)cc1	-26%	3.2%	-0.1%	12%	1.1%	1.1	79	1.1	·	-14%
9	Cc1noc(C)c1COC(=O)CNC(=O)c1ccc(Cl)cc1	-5%	-2.5%	-0.7%	9%	-0.8%	-2.1	60	1	i	-16%
10	CC1=C(C)NC(=S)SC1	13%	9.1%	-0.1%	-3%	0.0%	0.8	23	1.1	i	7%
11	COCC(=O)Nc1ccccc1-c1ccccc1	1%	-4.1%	-0.8%	0%	-0.9%	0.5	65	1.1	i	-13%
12	COc1cc(/C=N/NC(=O)c2ccc(O)cc2)ccc1OCC(=O)Nc1cccc([N+](=O)[O-])c1	-29%[20 µM]	2.4%	0.1%	-16%	·	1.2	62	·	·	17%
13	CCc1nc2sc(C(C)=O)c(N)c2c2c1CCCC2	19%	8.5%	1.0%	15%	·	2.1	48	·	i	-8%
14	CC(CC(=O)Nc1ccccc1)NCCCN1CCCC1=O (stereo not drawn)	-11%	4.5%	0.0%	-11%	·	0.9	86	·	·	-18%
15	COCc1ccc(C(=O)NCC2(N3CCCCC3)CCCCC2)cc1	-3%	-1.2%	-0.1%	-6%	·	0.2	56	·	·	2%
16	COc1cc(NC(=O)C2CCN(c3cnccn3)CC2)cc(OC)c1OC	6%	5.4%	-0.1%	3%	·	0.5	48	·	·	-18%
17	Cc1cccc(NC(=O)NN2CCN(C)CC2)c1C	-8%	0.3%	-0.1%	-3%	·	1.6	60	·	·	-24%
18	CCOc1ccc(/C=N/NC(=O)Cc2csc(Nc3cccc(C(F)(F)F)c3)n2)cc1	-45%	-0.2%	0.2%	15%	-1.1%	20	46	1	i	12%
19	CCOC(=O)c1c2c3c(c(Cl)ccc3[nH]c1=O)C(=O)c1ccccc1-2	2%	-5.4%	0.8%	18%	-0.9%	15	76	1	i	-24%
20	O=C(c1ccncc1)N1CCN(C(=O)c2ccco2)CC1	2%	-3.1%	0.2%	-5%	1.9%	-1.3	66	1.1	i	-10%
21	COc1ccc(/C=C2\SC(=O)N(CCNC(=O)CCS(=O)(=O)c3ccc(C)cc3)C2=O)cc1	-10%	3.1%	-0.4%	-44%	-5.0%	2.8	48	1.1	i	-46%
22	N#Cc1c(N)nc(SCC(=O)C23CC4CC(CC(C4)C2)C3)c(C#N)c1-c1ccc(Cl)cc1	-66%	2.6%	0.3%	19%	-1.5%	1.3	58	1	i	-100%
23	COc1cc(NC(=S)N2CCCCC2C)c(OC)cc1Cl (stereo not drawn)	-13%	-4.6%	0.5%	-15%	-1.6%	1.3	46	1.1	i	-34%
24	COC(=O)c1ccc(CS(=O)(=O)c2ccc(F)cc2)o1	10%	-3.3%	-0.3%	-14%	·	-0.7	91	·	·	-3%
25	c1ccc(-c2nnc(SCc3cn4ccsc4n3)o2)cc1	-24%	-1.4%	-0.1%	-41%	5.1%	-2.1	49	1.1	i	-68%
26	Cc1[nH]nc2c1/C(=N\O)CC(C)(C)C2	11%	0.1%	-0.2%	23%	2.8%	-0.1	62	0.9	i	9%
27	CC(=O)c1sc(-c2ccc(F)cc2)cc1NS(=O)(=O)c1ccccc1	3%	0.6%	-0.2%	23%	·	-0.2	41	·	i	7%
28	CN(C)S(=O)(=O)c1cccc(C(=O)NC2CCSc3ccccc32)c1 (stereo not drawn)	-18%	1.1%	0.4%	12%	·	0.4	41	·	·	-11%
29	O=C(O)c1cc(NC(=O)c2ccc([N+](=O)[O-])cc2)cc(NC(=O)c2ccc([N+](=O)[O-])cc2)c1	20%	-2.5%	-0.1%	-4%	·	0.0	79	·	·	-12%
30	O=c1oc(-c2cccc(S(=O)(=O)N3CCOCC3)c2)nc2ccccc12	-84%	5.9%	0.3%	-3%	-0.5%	1.4	27	1.1	i	-31%
31	Cc1ccc(SCc2nc(N)nc(Nc3ccccc3C)n2)c(C)c1	-2%	5.7%	0.0%	-7%	-1.6%	0.5	86	1	i	55%
32	COc1ccc(N2CCn3c2nc2c3c(=O)n(CCc3ccccc3)c(=O)n2C)c(OC)c1	·	·	-0.1%	28%	0.8%	·	·	1.1	i	15%
33	CCOC(=O)N1CCN(C(=O)c2ccc(CN(c3ccc(C)c(C)c3)S(C)(=O)=O)cc2)CC1	35%	-7.4%	0.2%	10%	-0.3%	4.7	86	1.1	i	-2%
34	COc1cc(C2C(C#N)=C(N)Oc3cc(N)ccc32)cc(OC)c1OC (stereo not drawn)	-21%	-4.4%	0.0%	17%	-2.6%	1.1	56	1	i	-2%
35	CCc1c(C)sc(NC(=O)c2cc(-c3cc(OC)ccc3OC)on2)c1C#N	-27%	-1.4%	-0.1%	6%	-1.2%	4.6	53	1.1	i	-149%
36	O=C(CN(C1CCCCC1)S(=O)(=O)c1ccc(Cl)cc1)NCc1cccnc1	9%	9.2%	0.6%	10%	0.9%	-1.4	86	1.1	i	-14%
37	COC(=O)[C@H](CCSC)NC(=O)Nc1ccc(S(N)(=O)=O)cc1	-13%	1.6%	0.6%	2%	·	-1.5	62	·	i	-8%
38	CC(=O)c1ccc(NC(=O)/C(=C\c2ccc(F)cc2)NC(=O)c2ccco2)cc1	7%	-5.8%	-0.2%	7%	·	-1.8	47	·	·	12%
39	COC(=O)c1ccccc1NC(=O)CN1CCc2ccccc2C1	1%	-1.9%	0.3%	0%	·	0.9	69	·	·	-30%
40	CC(C)c1ccccc1OCCCCCNCCO	44%	19%	-0.3%	-16%	-1.9%	0.2	48	1.1	i	10%
41	O=C(NN1CCOCC1)c1ccc(Cl)c([N+](=O)[O-])c1	5%	3.6%	0.2%	2%	·	0.3	69	·	·	-4%
42	C=CCn1c(SCC(=O)Nc2ccc(N3CCOCC3)cc2)nc2ccccc2c1=O	9%	-5.1%	-0.1%	0%	·	0.2	61	·	·	-20%
43	COC(=O)CCC(=O)c1oc2ccccc2c1N	5%	1.8%	0.0%	-41%	-2.9%	0.5	72	1	i	-36%
44	Cc1cc(C)c2c(=O)[nH]c(SCc3ccccc3)nc2n1	-21%[20 µM]	7.5%	-0.1%	16%	-0.2%	2.0	94	1	i	-34%
45	CC(C)(C)C(=O)Nc1cc(NC(=O)C(C)(C)C)cc(C(=O)NNC(=O)c2ccncc2)c1	-32%[20 µM]	-1.3%	0.5%	8%	·	-0.3	56	·	·	7%
46	CN(C)c1ccc(NC(=O)c2ccncc2)c2ccccc12	14%	-2.1%	-0.1%	5%	·	0.6	46	1.1	i	-15%
47	COC(=O)c1ccc(CSc2nc3ccccc3c(=O)n2-c2cccc(OC)c2)o1	6%	4.6%	0.0%	24%	-0.4%	0.4	47	1.1	i	-3%
48	Cc1ccc(N2CCN(S(=O)(=O)N(C)C)CC2)cc1C	6%[20 µM]	·	-0.1%	-8%	-0.1%	-1.6	102	1.1	i	10%
49	NC(N)=N/N=C/c1ccc(OCc2ccccc2)cc1	-8%	-3.9%	-0.3%	17%	-0.9%	14	52	1.1	i	6%
50	CCOc1ccc2[nH]c3ncccc3c(=O)c2c1	11%	-8.3%	0.6%	-17%	·	-0.1	90	·	·	1%

# (continued)
no.	SMILES	KOR beta-arrestin-1	KOR beta-arrestin-2	GPR55 beta-arrestin	HEK293 NOD2/NF-kB	CSM14.1 death rescue	NTR1 agonist	NTR1 agonist cell count 20 µM	TNAP activation fold	Yfh1-depleted yeast	NOD1 inhibition
51	CN1CCN(c2ccccc2NC(=O)c2ccc([N+](=O)[O-])o2)CC1	-20%	5.5%	-0.2%	38%	·	-0.1	56	·	·	16%
52	CC(CCc1ccccc1)NCc1ccc(Cl)cc1Cl (stereo not drawn)	-36%[20 µM]	1.6%	-0.2%	7%	·	2.7	37	·	·	-21%
53	COc1ccc(NC(=O)CCS(=O)(=O)c2cccc3nonc23)cc1	20%	-1.1%	-0.2%	10%	-0.5%	1.6	52	1.1	i	-33%
54	O=c1ccn([C@@H]2O[C@H](CO)[C@@H](O)[C@H]2O)c(=O)[nH]1	-11%	4.9%	-0.1%	-2%	-1.1%	-1.0	64	1	i	-43%
55	COc1cccc(-c2cc(=O)c3cc(NC(=O)c4ccc(Cl)cc4)ccc3[nH]2)c1	7%	1.8%	-0.1%	5%	-4.5%	2.6	99	1.1	i	-11%
56	Cc1c(Cl)c([N+](=O)[O-])nn1CCCC(=O)Nc1sc2c(c1C#N)CCC2	1%	2.0%	-0.3%	23%	-1.4%	2.0	47	1	i	-28%
57	CCOc1cc(/C=C2\C(=O)ON=C2c2ccccc2)ccc1OC	-37%	-4.3%	-0.1%	8%	·	16	56	·	·	1%
58	Cc1cccc(NC(=O)C2COc3ccccc3O2)n1 (stereo not drawn)	-1%	3.1%	-0.1%	-57%	·	0.6	54	·	i	-1%
59	NS(=O)(=O)c1ccc(CCNC(=O)c2ccc([N+](=O)[O-])cc2[N+](=O)[O-])cc1	-46%[20 µM]	-0.5%	-0.1%	15%	-1.2%	-0.2	46	1.1	i	-20%
60	CCOc1c(Br)cc(CNC2CCCCCCC2)cc1OC	39%	-0.7%	0.2%	-8%	-3.7%	1.6	66	1.1	i	-18%
61	CCCNc1c(NS(=O)(=O)c2ccc(C(C)(C)C)cc2)c(=O)oc2ccccc12	-26%	3.4%	-0.1%	35%	·	3.2	41	·	·	-17%
62	Cc1ccc(NC(=O)c2ccccn2)c(Br)c1	8%	6.6%	0.1%	-67%	-7.1%	0.3	35	1	i	-34%
